Screens (PubChem)
aSyn UTR inh = MLPCN primary screen, SNCA 5' untranslated region; alpha-synuclein 5'UTR reporter, inhibitor activity; inhibition, % (tested at 7.5 µM); hit rate 0.82% among 300,000; AID 1813; in the data active = inhibition above about 60%;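 also: H4 neuroglioblastoma cells stably carrying SNCA 5'UTR luciferase fusion; 0% = DMSO wells and 100% = positive control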
HSF1 inhib = HSF1 inhibition; NIH3T3-HGL HSE-luciferase, MG132-induced, luminescence 8 h; stronger effect = lower value; hit rate 0.77% among 300,000; activity change, negative = inhibition, % at 7.5 µM (by protocol);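 active = more than half of replicate wells show activity change below -50%, luminescence cut by over half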;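 also: luciferase reports HSF-1 transcriptional activity via heat shock element; 0% = median of DMSO wells and -100% = zero luminescence signal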
PolyA inh = yeast polyadenylation inhibition | calls only at 12 µM | S. cerevisiae SKY197-pL101 polyadenylation reporter, beta-gal luminescence; efflux-impaired pdr1/pdr3 knockout yeast; score 100 = 6 SD above DMSO | hit rate 0.02% among 300,000;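 active = lowest replicate activity score at least 50, where 100 means six control SD above control mean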;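 also: yeast exposed to compound for 9 h at 30 °C; higher score means more reporter readthrough which indicates perturbed polyadenylation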
IEC-6 cytotox = counter-screen for KLF5 inhibitors: cytotoxicity in IEC-6 cells | inhibition, % at 5 µM | AID 1825 | IEC-6 cytotoxicity, luminescence viability | hit rate 0.78% among 290,000; in the data active = inhibition above about 22%;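 also: 0% = plate median of test compound wells and 100% = cytotoxic reference compound wells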
KLF5 inh = kruppel-like factor 5 inhibition | DLD-1 KLF5 promoter-luciferase reporter, luminescence | hit rate 0.23% among 290,000 | inhibition, % at 5 µM | AID 1700;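 active = inhibition above a per-plate limit of that plate's mean compound inhibition plus 3 SD, cut at about 60% in these data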;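 also: 0% = DMSO wells and 100% = LY294002 at 200 µM; higher means less KLF5 promoter-driven luciferase light; inactives centre near -14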
HSP90 inh = blocks HSP90-mediated luciferase refolding in reticulocyte lysate | Rabbit reticulocyte lysate, luciferase refolding luminescence, 3 h | inhibition, % at 5.6 µM | hit rate 0.91% among 290,000;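 active = inhibition above the screen-wide mean plus 3 SD, computed separately per campaign, cut at about 16% in these data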;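 also: 0% = DMSO wells and 100% = 60 µM geldanamycin wells; inhibitors lower the luminescence because luciferase stays unfolded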
AI-2 QS modul = Vibrio harveyi AI-2 quorum sensing modulation; hit rate 0.4% among 300,000; activity change, % at 7.5 µM; AID 2094; Vibrio harveyi JMH597 AI-2 luminescence/OD600 ratio, 9 h; stronger effect = lower value; strain lacks LuxN and CqsS sensors; 0 = neutral-control median; in the data active = activity change below about -75%, passing the limit was not always enough;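 also: luminescence divided by OD600 gain over 9 h not by final OD600 alone; inactives centre near 13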
HSF-1 act = increases HSF-1 driven luciferase reporter signal; activation, % at 9 µM; hit rate 1.7% among 300,000; NIH3T3-HGL HSF-1 luciferase reporter, MG132, 8 h; 100% = twice DMSO control signal; AID 504408;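 active = mean replicate activation of at least 50% with a set share of replicates each reaching 50%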;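 also: 0% = median of the neutral control wells and 100% = twice that signal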
GSK3beta inhib = blocks human GSK3beta kinase activity; GST-GSK3beta kinase, ADP-Glo luminescence, 60 min; stronger effect = lower value; activity score (negative = inhibition), % at 10 µM; hit rate 0.038% among 300,000; AID 2097;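 active = more than half of replicate wells score below -50%, meaning over 50% inhibition versus plate controls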;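 also: 0% = median DMSO wells and -100% = median GW8510 positive control wells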
Target sequence (P49841 whole entry, looked up): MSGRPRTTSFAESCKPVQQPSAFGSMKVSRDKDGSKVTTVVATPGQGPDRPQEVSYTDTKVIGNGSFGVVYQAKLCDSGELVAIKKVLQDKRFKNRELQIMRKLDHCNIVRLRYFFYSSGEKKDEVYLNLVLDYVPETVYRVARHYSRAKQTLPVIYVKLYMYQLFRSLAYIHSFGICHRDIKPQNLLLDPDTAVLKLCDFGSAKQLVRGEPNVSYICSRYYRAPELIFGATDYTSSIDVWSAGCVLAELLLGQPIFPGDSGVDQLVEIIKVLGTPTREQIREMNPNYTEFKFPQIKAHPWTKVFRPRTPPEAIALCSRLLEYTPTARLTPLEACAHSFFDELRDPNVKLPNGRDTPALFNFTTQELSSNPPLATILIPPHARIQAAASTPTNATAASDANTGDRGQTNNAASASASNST
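test system = GST-tagged human GSK3beta kinase, cell-free | reagent = 25 µM ATP with peptide substrate | dosing = one dose of 10 µM per compound | schedule = 60 min reaction, RT | detection = luminescent ADP-Glo measurement of ADP formed | control set = DMSO neutral wells and GW8510 at 20 µM as positive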
GSK3 alpha inh = inhibitors of human GSK-3 alpha kinase; P49840; ADP-Glo luminescence, 60 min; inhibition, % at 10 µM; hit rate 0.1% among 320,000; AID 2650;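 in the data active = inhibition above about 50%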;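 also: GST-tagged GSK-3 alpha with peptide substrate and 25 µM ATP; 0% = DMSO neutral wells and 100% = GW8510 positive control wells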
Target sequence (P49840 whole entry, looked up): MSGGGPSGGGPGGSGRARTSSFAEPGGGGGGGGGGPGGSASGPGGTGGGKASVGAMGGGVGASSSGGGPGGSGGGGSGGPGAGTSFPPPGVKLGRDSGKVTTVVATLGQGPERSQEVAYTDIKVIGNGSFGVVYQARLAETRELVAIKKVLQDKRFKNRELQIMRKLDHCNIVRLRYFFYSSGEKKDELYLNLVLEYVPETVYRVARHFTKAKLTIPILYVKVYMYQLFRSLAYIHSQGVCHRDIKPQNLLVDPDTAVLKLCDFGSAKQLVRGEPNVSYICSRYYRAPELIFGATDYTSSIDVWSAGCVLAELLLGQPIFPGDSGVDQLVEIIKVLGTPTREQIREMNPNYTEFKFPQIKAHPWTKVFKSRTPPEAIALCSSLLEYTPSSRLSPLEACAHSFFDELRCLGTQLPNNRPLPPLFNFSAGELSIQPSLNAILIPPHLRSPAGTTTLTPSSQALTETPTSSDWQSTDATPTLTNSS
* = called active by the depositor; i = inactive; · = not tested or not shown. Not all compounds are listed; the hit share may differ from the screen's.

SMILES	aSyn UTR inh	HSF1 inhib	PolyA inh	IEC-6 cytotox	KLF5 inh	HSP90 inh	AI-2 QS modul	HSF-1 act	GSK3beta inhib	GSK3 alpha inh
Cc1nsc2c1ccc1ccccc12	-8	11	i	-5	-16	1	11	4	3	-4
OCCNC(=S)Nc1ccc2c(c1)OCCO2	-91	-12	i	1	13	2	25	-18	9	-2
CCOc1ccc(C(=O)CCNC(Cc2cnc[nH]2)C(=O)O)cc1 (stereo unspecified)	-13	3	i	0	-14	1	23	5	-1	3
COc1ccccc1N(CC(=O)NC1CCCC1)C(=O)C1(C)CC(=O)N=C2C=CC(C)=CN21 (stereo unspecified)	5	-9	i	2	5	5	19	-18	-1	-2
COc1cccc(CNC(=O)C2CCCN(c3ncnc4c3nc3n4CCCCC3)C2)c1 (stereo unspecified)	6	-3	i	3	-47	-4	63	13	-1	1
Cc1nc2ccccn2c1C(=O)NN=C1CCN(C)CC1	18	8	i	1	-54	-2	5	1	3	-3
O=C(Nc1ccc(-c2nc3ccccc3o2)cc1)c1ccc2c(c1)OCO2	-66	-15	i	-5	0	0	13	-23	-1	0
O=C(Nc1ncccn1)C1=C(O)c2ccccc2S(=O)(=O)N1Cc1ccccc1	-2	-6	i	4	-42	2	-9	-15	0	-1
CCCC(=O)Nn1cnc2c(c1=O)C1(CCCCC1)Cc1ccccc1-2	14	-1	i	-2	-10	-1	-3	-18	-2	0
O=c1[nH]c2ccc(Cl)cc2c(=O)n1Cc1ccco1	2	4	i	2	0	-5	-4	-5	-2	-1
O=C(COC(=O)c1ccc(S(=O)(=O)N2CCCC2)cc1)Nc1cccnc1Cl	19	-5	i	3	-30	-2	33	-3	-1	-3
CC[C@H](C)[C@@H](CNC)NC[C@@H](Cc1ccc(O)cc1)NCC(C)(C)C	5	-3	i	0	-22	-2	7	-9	2	-3
CC(C)OC(=O)CN1CCN(c2ccc(Cl)cc2)CC1	15	-5	i	2	-13	3	16	-22	1	-1
COc1ccc2cc(CN(CCc3ccccc3)Cc3nnnn3CC3CCCO3)c(=O)[nH]c2c1 (stereo unspecified)	26	-8	i	2	-7	-5	30	-2	-3	0
O=C(CCSCc1ccccc1F)NCc1ccc(F)cc1	-12	-5	i	-1	-7	2	0	5	-1	0
CC(NS(=O)(=O)c1ccc(Cl)cc1)C(=O)Nc1ccc2c(c1)OCCO2 (stereo unspecified)	11	8	i	-3	-21	-1	16	49	1	-1
Cc1ccc(C(=O)NCCCNC(=O)COc2ccccc2Cl)cn1	3	1	i	2	-11	0	9	-8	3	-2
COc1ccc(C(=O)CC(=O)C(=O)Nc2ccccc2)cc1	-45	8	i	5	-32	-1	32	27	0	7
O=c1c2ccccc2nc2n1CCCS2	-8	-1	i	-3	17	2	21	1	-2	1
COc1ccccc1N1CCN(S(=O)(=O)Cc2ccccc2Cl)CC1	-22	1	i	-5	-12	-2	5	-8	2	-1
COc1ccc(CCNC(=O)c2cc(-c3cc(C)cc(C)c3O)n[nH]2)cc1OC	14	13	i	-2	-18	-5	17	-1	3	-3
COc1ccccc1NC(=O)CSc1sc2c(O)cc(=O)[nH]c2c1C#N	37	-3	i	1	-34	0	16	22	-1	-1
CCCCCCCCN1C(=O)N(C)C(N(O)C(=O)NC)C1(C)C (stereo unspecified)	-8	2	i	-5	-18	-1	15	12	1	-4
Cc1ncc(CO)c2c1OC(C)(C)OC2	13	-11	i	·	·	·	11	1	-1	-5
COC(=O)c1sc(N)c(C(=O)OC)c1COC(=O)CNS(=O)(=O)c1ccc(C)cc1	0	8	i	-3	-8	1	3	-12	3	-6
SMILES	aSyn UTR inh	HSF1 inhib	PolyA inh	IEC-6 cytotox	KLF5 inh	HSP90 inh	AI-2 QS modul	HSF-1 act	GSK3beta inhib	GSK3 alpha inh
NC(=O)c1ccc(C(F)(F)F)n(Cc2c(Cl)cccc2Cl)c1=O	26	15	i	4	-34	1	11	26	3	2
O=C(CSc1nc2ccccc2[nH]1)NC1CCCC1	-31	-5	i	4	-6	1	13	2	2	0
COC(=O)C(Cc1ccccc1)NC(=O)CNC(=O)c1sc2ccccc2c1Cl (stereo unspecified)	-6	-53*	i	-6	-34	-2	26	-63	-2	-5
CC(=O)Nc1ccc(NC(=O)CSC2=NS(=O)(=O)c3ccccc3N2)cc1	3	-5	i	·	·	·	22	-10	3	·
Cc1[nH]n(-c2ccccc2)c(=O)c1N=Nc1nccs1	-31	5	i	20	-13	7	30	35	1	-2
CCOC(=O)c1ccc(NC(=S)NNC(=O)COC)cc1	14	-4	i	-10	-22	-6	21	-14	1	-1
O=C1C=C(N2CCOCC2)CCC1	-5	-3	·	·	·	·	15	3	1	2
CCCOc1ccc(/C=C/C(=O)N2CCN(c3ccccn3)CC2)cc1	24	-3	i	1	-4	3	19	-3	-2	-3
COc1ccc(/C=C(\NC(=O)c2ccccc2)C(=O)N/N=C/c2cccnc2)cc1	12	3	i	0	-44	-3	14	18	-2	0
C=CCOc1ccc(-c2nc3c(c(=O)[nH]c(=O)n3CCCC)n2C)cc1OC	49	-2	i	2	-18	-1	5	2	-5	-1
Cc1c(Cl)cccc1NC(=O)Cn1c(CCC(=O)O)ccc1-c1ccc(Cl)cc1	-8	4	i	-2	-22	-6	11	11	-5	-2
CC1(c2ccc(Cl)cc2)NC(=O)N(CC(=O)NCc2ccc(F)cc2)C1=O (stereo unspecified)	6	5	i	-2	0	4	28	29	0	1
Cc1cc(C)c(S(=O)(=O)NCCOc2ccccc2)c(C)c1-n1cnnn1	20	0	i	2	-8	4	13	-2	0	1
COC(=O)Cc1ccc(NC(=S)N2CCN(c3ccc(OC)cc3)CC2)cc1	34	-4	i	-4	-1	2	17	-4	0	-4
COc1cccc(NC(=O)Nc2ccc(C)c(Cl)c2)c1	-157	14	i	8	-114	-3	10	29	0	9
COc1ccc(/C(N)=N/OC(=O)CCCN2C(=O)c3ccccc3C2=O)cc1OC	-4	0	i	-2	-1	1	23	5	-8	0
O=C(COC(=O)/C=C/c1cccc(C(F)(F)F)c1)NC(c1ccccc1)c1ccccc1	5	-1	i	-5	-15	0	29	7	0	-1
CS(=O)(=O)N(CC(=O)Nc1ccccc1C(=O)N1CCOCC1)c1cccc(F)c1	-1	-4	i	-1	-15	-3	14	-7	0	-3
CCCCOC(=O)n1c(=O)oc2cc(S(=O)(=O)N3CCCCC3)ccc21	0	6	i	6	-21	2	32	18	3	0
COc1cccc(NC(=O)COc2cc(C)cc3oc(=O)cc(C)c23)c1	6	2	i	-2	-4	-7	15	4	1	-2
O=C(O)/C(=C1/OC(=O)c2ccccc21)c1ccccc1	-6	0	i	-2	-15	1	28	-3	1	-1
C(=C\c1nnc2c3ccccc3ncn12)/c1ccccc1	53	22	i	60*	1	1	4	33	-1	-2
Cc1cccc(N=Nc2cn[nH]c2-c2ccco2)c1	-125	19	i	6	-79	-3	-7	35	-2	0
CC(C)(C)c1ccc(C(=O)N/C(N)=N/c2nc3ccccc3o2)cc1	-24	-1	i	1	8	7	18	3	-1	2
Cc1ccc(CNS(=O)(=O)c2ccc(C)s2)cc1	-17	1	i	-1	1	0	58	26	-1	-6

Among those listed so far, 2 contain a furan ring, fused or not:
SMILES	aSyn UTR inh	HSF1 inhib	PolyA inh	IEC-6 cytotox	KLF5 inh	HSP90 inh	AI-2 QS modul	HSF-1 act	GSK3beta inhib	GSK3 alpha inh
O=c1[nH]c2ccc(Cl)cc2c(=O)n1Cc1ccco1	2	4	i	2	0	-5	-4	-5	-2	-1
Cc1cccc(N=Nc2cn[nH]c2-c2ccco2)c1	-125	19	i	6	-79	-3	-7	35	-2	0

Next records:
SMILES	aSyn UTR inh	HSF1 inhib	PolyA inh	IEC-6 cytotox	KLF5 inh	HSP90 inh	AI-2 QS modul	HSF-1 act	GSK3beta inhib	GSK3 alpha inh
CCOC(=O)c1c(C)c(C(=O)NCc2cccs2)c(C)n1CC	15	1	i	0	-24	1	1	3	4	-3
COCCn1c(C(F)(F)F)ccc(NC(=O)c2ccccc2)c1=O	-97	24	i	4	-117	0	0	46	2	-1
O=C(NCCN1CCOCC1)c1ccc(Cl)c(Cl)c1	4	-1	i	3	-28	0	13	10	-1	0
CCC(C)(NC(=O)c1ccc2c(c1)OCO2)C(=O)NC1CCCCC1 (stereo unspecified)	12	-7	i	-2	1	-3	18	-5	0	-1
CCOC(=O)c1c(-c2ccccc2)csc1NC(=O)CCN1CCOCC1	6	30	i	10	-15	2	17	74*	1	-1
c1ccc(Nc2ccccn2)nc1	-1	·	i	-6	-4	25*	10	·	-3	-2
Cc1cccn2c(=O)c3cc(S(=O)(=O)c4ccccc4)c(=N)n(Cc4cccnc4)c3nc12	14	11	i	0	11	2	20	14	1	-1
O=C1C=C(c2ccccc2)C(O)(c2ccccc2)C1 (stereo unspecified)	14	-4	i	-9	-14	5	7	0	-3	1
Cc1ccccc1/C=C\c1nc2ccccc2c(=O)n1Cc1ccccc1	38	9	i	-5	-7	1	28	5	2	-1
CC(NS(=O)(=O)c1ccc(OCC(=O)Nc2cccc([N+](=O)[O-])c2)cc1)c1ccccc1 (stereo unspecified)	·	·	·	0	-2	5	·	·	·	-2
COC(=O)c1cc(OC)c(OC)cc1N	0	-6	i	0	-50	0	20	-5	3	-2
CCOC(=O)c1ccc(NC(=O)CCC(=O)NCc2ccco2)cc1	-4	4	i	-4	-12	-7	10	6	1	4
Cc1sc2nc(CSc3nc4ccccc4c(=O)n3CCCN3CCOCC3)[nH]c(=O)c2c1C	10	41	i	-5	-9	-3	10	61*	-1	0
CCOC(=O)N1CCN(S(=O)(=O)c2c[nH]c(C(=O)OC)c2)CC1	-2	3	i	-6	-16	2	·	0	2	1
CC(=O)N(Cc1ccc(Br)cc1)c1ccccc1C(=O)O	5	3	i	-2	-10	-2	16	-10	4	-7
CCOC(=O)/C(C#N)=C/c1c(N2CCN(C)CC2)nc2ccccn2c1=O	2	-1	i	3	-37	2	11	14	1	-3
CCc1nc2ccccc2c(C(=O)Nc2cccc(C)c2)c1C	-28	-8	i	2	-24	11	17	-2	-2	-3
O=C(O)c1nnn(-c2cc(C(F)(F)F)cc(C(F)(F)F)c2)c1-c1ccccc1	5	2	i	4	4	2	24	-11	2	9
Cc1cc(O)c(/C=N/OCc2ccc(Cl)cc2Cl)c(=O)o1	14	-5	i	-3	-7	-2	20	5	8	-1
Cc1cc(=O)n2[nH]c(C)c(-c3ccc(Cl)cc3)c2n1	3	-2	i	3	15	5	6	4	3	-5
CC(C)=C1C2C=CC1C1C(=O)N(c3ccc4c(c3)OCO4)C(=O)C21 (stereo unspecified)	-86	-5	i	0	-10	-2	0	4	1	1
O=C(c1ccc(Cl)c(Cl)c1)N1CCC(O)(CN2CCOCC2)CC1	-7	-8	i	-5	-5	-4	-5	-10	0	-1
N#CCCN(Cc1ccccc1)C(=O)Nc1ccccc1	3	5	i	-1	-25	1	8	14	-4	-3
CC(C(=O)c1ccccc1)[n+]1cccc(C(N)=O)c1 (stereo unspecified)	-5	-4	i	-1	-23	3	-3	-3	3	-1
